# GRK2 inh – compounds blocking aptamer binding on GRK2 – biochemical, human GRK2, bead flow cytometry, HTS, primary screen. FAM-aptamer displacement from GRK2. hit rate 0.59% among 330,000. inhibition of aptamer binding, % at 10 µM;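 active means inhibition of aptamer binding above 40%, roughly 3 SD of noise, on plates passing a quality check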;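 further: median bead fluorescence of bound FAM aptamer so fluorescent compounds give negative values; no value below 0 was filed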
# MCL1-BIM inh – inhibitors of MCL1 binding to BIM-BH3, primary screen, biochemical, fluorescence polarization; Induced myeloid leukemia cell differentiation protein Mcl-1 (Homo sapiens), Q07820; GST-MCL1 / FITC-Bim-BH3 fluorescence polarization; inhibition, % at 10.9 µM; hit rate 0.68% among 320,000; AID 2057, 2009;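 active means inhibition above the mean inhibition of all tested compounds plus 3 SD, set per campaign, cut at about 40% in these data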;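 further: 0% = DMSO wells and 100% = unlabeled Bim-BH3 peptide control; higher means more loss of mP so more displacement of Bim peptide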
# Target sequence (Q07820 whole entry, looked up): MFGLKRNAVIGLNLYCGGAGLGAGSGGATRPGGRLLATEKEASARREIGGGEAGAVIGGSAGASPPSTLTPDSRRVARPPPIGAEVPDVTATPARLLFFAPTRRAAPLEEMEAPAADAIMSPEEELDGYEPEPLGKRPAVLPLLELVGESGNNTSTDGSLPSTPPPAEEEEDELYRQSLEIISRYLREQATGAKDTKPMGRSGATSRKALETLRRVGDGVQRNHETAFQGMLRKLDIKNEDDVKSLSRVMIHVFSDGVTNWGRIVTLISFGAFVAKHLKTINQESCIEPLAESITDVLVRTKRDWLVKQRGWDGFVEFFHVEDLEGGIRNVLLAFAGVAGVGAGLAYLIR
# MEX-5 binding – MEX-5 zinc finger RNA-binding disruptors – biochemical, C. elegans, fluorescence polarization, MLPCN library, primary screen; Zinc finger protein mex-5 (Caenorhabditis elegans), Q9XUB2; MEX-5/FITC-TCR2 RNA binding; active compounds read low; activity score (negative = inhibition of binding), % at 10 µM; hit rate 0.38% among 300,000; AID 1832, 2009;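 active means inhibition past about -25% in most replicates, and total fluorescence under double the plate's negative control median, limit read from the data; inconclusive means replicates evenly split on the limit, or fluorescence at least double controls; inactive means too little inhibition in most replicates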;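 further: 0% = DMSO and -100% = 5 µM competing unlabeled TCR2 RNA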
# AGP1 TOR yeast – modulators of AGP1-GFP expression in yeast TOR pathway, primary screen, cell-based, multiplex flow cytometry, S. cerevisiae, MLPCN library. 3 h; GFP as percent of DMSO wells. GFP response vs DMSO, % at 10 µM. hit rate 0.02% among 320,000;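 active means GFP response relative to DMSO above a set limit, near screen average plus 3 SD, cut at about 150% in these data; inconclusive means fewer than 70 cells counted for the yeast strain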;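 further: median GFP channel fluorescence of the gated AGP1 strain per well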
# GLD-1 TGE inh – GLD-1/TGE RNA complex disruptors, primary screen, biochemical, fluorescence polarization | Female germline-specific tumor suppressor gld-1 (Caenorhabditis elegans), Q17339 | purified GLD-1 + fluorescein TGE RNA | inhibition, % at 5.96 µM | hit rate 0.44% among 320,000 | AID 2280, 2010;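 active means percent inhibition above a per-plate cutoff, the plate mean of test compounds plus 3 SD, cut at about 30% in these data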;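 further: 0% = DMSO wells with GLD-1 and probe and 100% = wells lacking GLD-1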
# Target sequence (Q17339 whole entry, looked up): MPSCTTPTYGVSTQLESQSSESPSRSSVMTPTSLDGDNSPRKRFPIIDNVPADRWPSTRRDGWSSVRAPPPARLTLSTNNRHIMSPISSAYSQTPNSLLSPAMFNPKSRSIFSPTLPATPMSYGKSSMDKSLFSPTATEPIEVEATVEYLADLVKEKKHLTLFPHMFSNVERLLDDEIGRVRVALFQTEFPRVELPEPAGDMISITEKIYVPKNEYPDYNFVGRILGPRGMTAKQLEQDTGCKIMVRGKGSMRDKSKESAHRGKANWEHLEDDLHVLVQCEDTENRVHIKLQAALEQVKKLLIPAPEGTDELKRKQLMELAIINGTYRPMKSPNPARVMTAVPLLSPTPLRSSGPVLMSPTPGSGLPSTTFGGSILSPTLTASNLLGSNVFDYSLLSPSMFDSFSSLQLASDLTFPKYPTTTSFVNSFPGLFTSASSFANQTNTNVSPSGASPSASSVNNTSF
# Fam108B inh – mouse Fam108B serine hydrolase inhibitors, primary screen, counter-screen for RBBP9 inhibitor project, biochemical, fluorescence polarization; inhibition, % at 9.51 µM; recombinant Fam108B, FP-Rh probe fluorescence polarization; hit rate 0.33% among 300,000;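 active means inhibition above the screen mean inhibition plus 3 SD, computed separately per campaign, cut at about 18% in these data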;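 further: inhibitors lower polarization as less probe binds the enzyme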
# CIT2 TOR yeast – modulators of CIT2-GFP expression in yeast, primary screen, S. cerevisiae, GFP fusion, multiplex flow cytometry, MLPCN library. hit rate 0.065% among 320,000. AID 2029, 2009. S. cerevisiae CIT2-GFP strain, 3 h; 100 means same as DMSO wells. GFP response vs DMSO, % at 10 µM;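 active means GFP response relative to DMSO above a set limit, near the screen mean plus 3 SD, cut at about 150% in these data; inconclusive means Fewer than 70 cells measured for a yeast strain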;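 further: ratio of well median GFP fluorescence to mean of DMSO wells on the plate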
# Bcl-xL primary – inhibitors of human Bcl-xL, primary screen, biochemical, fluorescence polarization, HTS; GST-Bcl-xL / FITC-Bim BH3 peptide fluorescence polarization; inhibition, % at 10.9 µM; hit rate 0.7% among 320,000; AID 2129, 2009;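 active means inhibition above the mean of all tested compounds plus 3 SD, cutoff set per campaign, cut at about 30% in these data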;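 further: 0% = DMSO wells and 100% = unlabeled Bim-BH3 peptide competitor; inhibitors lower millipolarization by displacing the labeled peptide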
# Target sequence (Q07817 whole entry, looked up): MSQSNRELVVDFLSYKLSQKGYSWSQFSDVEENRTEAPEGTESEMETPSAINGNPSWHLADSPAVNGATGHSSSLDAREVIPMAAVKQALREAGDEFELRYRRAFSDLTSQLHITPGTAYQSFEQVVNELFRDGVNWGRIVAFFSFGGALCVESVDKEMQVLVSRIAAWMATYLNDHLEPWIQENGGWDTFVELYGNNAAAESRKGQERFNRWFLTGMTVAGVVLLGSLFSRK
# VLA-4 inh – inhibition in human VLA-4 binding assay, primary screen, VLA-4 allosteric modulator project, MLPCN library, flow cytometry, VLA-4 expressing cells; Integrin alpha-4 (Homo sapiens), P13612; ligand binding flow cytometry; inhibition, % (about 7 µM as worked out from the volumes in the protocol); hit rate 0.2% among 330,000; AID 2557, 2010; in the data active means inhibition above about 50%
# An asterisk follows results filed as active; ? = inconclusive; / = not tested or not shown. Hits appear at their usual frequency, and some 2.2% of all compounds hit somewhere here.
SMILES,GRK2 inh,MCL1-BIM inh,MEX-5 binding,AGP1 TOR yeast,GLD-1 TGE inh,Fam108B inh,CIT2 TOR yeast,Bcl-xL primary,VLA-4 inh
O=C(NC1CCCC1)C(c1ccncc1)N(C(=O)c1csnn1)c1ccc(Cl)cc1 (centres undefined),3,9,-2.5,97,-10,2,97,4,20
Cc1c(Cl)cccc1NC(=S)N1CCN(C(=O)C2CCCO2)CC1 (centres undefined),0,16,?,98,3,3,105,10,1
CC(C)CN1C(=O)c2ccccc2C1(O)Cc1ccccc1 (centres undefined),3,-6,1.3,114,1,-1,98,-3,3
COc1cccc(/C=N/NC(=O)c2oc3nc(-c4ccccc4)cc(-c4ccco4)c3c2N)c1,3,-36,-3.6,102,-46,0,90,-40,-47
CCC(=O)Nc1ccc(C(=O)CSc2nnc(-c3ccc(O)cc3)n2CC2CCCO2)cc1OC (centres undefined),1,-21,-0.6,117,0,3,114,-17,2
Cc1cc[n+](CC(=O)c2ccc(NC(=O)c3ccccc3)cc2)c2ccccc12,0,3,1.8,98,0,1,84,5,-10
CC1CCc2nc(NC(=O)CSc3nc4ccccc4o3)sc2C1 (centres undefined),0,0,0.9,104,4,1,106,1,6
O=C1C=C(c2ccccc2)C[C@H](c2cccs2)[C@H]1n1nnc([N+](=O)[O-])n1,0,3,1.2,79,1,-1,74,2,5
Nc1ccc2nc(SCc3cccc(F)c3)sc2c1,0,11,-1.3,104,4,5,111,3,8
Cc1cccc(NC(=O)CCN2CCC(C(N)=O)CC2)c1,3,-2,1.9,104,5,2,105,4,15

# Next section, starting with the last six of the part before.
SMILES,GRK2 inh,MCL1-BIM inh,MEX-5 binding,AGP1 TOR yeast,GLD-1 TGE inh,Fam108B inh,CIT2 TOR yeast,Bcl-xL primary,VLA-4 inh
CCC(=O)Nc1ccc(C(=O)CSc2nnc(-c3ccc(O)cc3)n2CC2CCCO2)cc1OC (centres undefined),1,-21,-0.6,117,0,3,114,-17,2
Cc1cc[n+](CC(=O)c2ccc(NC(=O)c3ccccc3)cc2)c2ccccc12,0,3,1.8,98,0,1,84,5,-10
CC1CCc2nc(NC(=O)CSc3nc4ccccc4o3)sc2C1 (centres undefined),0,0,0.9,104,4,1,106,1,6
O=C1C=C(c2ccccc2)C[C@H](c2cccs2)[C@H]1n1nnc([N+](=O)[O-])n1,0,3,1.2,79,1,-1,74,2,5
Nc1ccc2nc(SCc3cccc(F)c3)sc2c1,0,11,-1.3,104,4,5,111,3,8
Cc1cccc(NC(=O)CCN2CCC(C(N)=O)CC2)c1,3,-2,1.9,104,5,2,105,4,15
Cc1ccc(NC(=O)COC(=O)CCc2ccccc2)cc1S(=O)(=O)N1CCOCC1,0,/,/,103,6,/,106,/,2
CCOc1ccccc1Nc1nnc(Cc2ccccc2Cl)c(=O)[nH]1,0,13,1.1,102,1,-4,101,7,31
O=C1CCCc2ccccc2N1Cc1c(Cl)cccc1Cl,0,1,-0.1,92,3,5,88,1,26
CNc1c([N+](=O)[O-])cnn1-c1ccc(C)cc1,0,9,-0.8,111,2,-5,104,9,-15
CC1=NN(Cc2ccccc2)C(=O)/C1=C\c1ccc(N(C)C)cc1,2,-17,1.9,100,-28,5,98,-13,17
CCOC(=O)C1CCCN(C2CC(=O)N(c3cccc(C)c3)C2=O)C1 (centres undefined),0,11,0.2,94,5,-3,95,11,18
COC(=O)c1ccc(NC(=O)CSc2nc3[nH]ncc3c(=O)[nH]2)cc1,0,1,-0.8,104,3,2,108,-1,28
CCOc1cccc(NC(=O)CSc2nc(C)c3c(c2C#N)CCCC3)c1,0,1,-2.0,95,0,1,93,-1,10
S=C(NCc1ccccc1)Nc1ccc(Cl)cc1,0,9,-0.6,100,-11,-1,92,1,-9
Cc1nn2cc(-c3ccc(-c4ccccc4)cc3)nc2s1,0,-3,-0.7,101,-1,-12,104,-2,-5

# Copied from the list:
# Entry of `Cc1ccc(NC(=O)COC(=O)CCc2ccccc2)cc1S(=O)(=O)N1CCOCC1` under VLA-4 inh: 2
# Entry of `CCOc1ccccc1Nc1nnc(Cc2ccccc2Cl)c(=O)[nH]1` under Bcl-xL primary: 7
# Entry of `CCOC(=O)C1CCCN(C2CC(=O)N(c3cccc(C)c3)C2=O)C1` (centres undefined) under GRK2 inh: 0
# Entry of `CC1=NN(Cc2ccccc2)C(=O)/C1=C\c1ccc(N(C)C)cc1` under AGP1 TOR yeast: 100

# Carrying on:
SMILES,GRK2 inh,MCL1-BIM inh,MEX-5 binding,AGP1 TOR yeast,GLD-1 TGE inh,Fam108B inh,CIT2 TOR yeast,Bcl-xL primary,VLA-4 inh
Cc1noc(C)c1CSc1nnc2sc3ccccc3n12,0,6,-1.3,98,6,-2,99,5,10
CCn1c(NC(=O)c2ccccc2F)c(-c2cccs2)c(=O)c2ccccc21,1,-6,-3.6,102,-7,2,94,-1,-3
O=C1NC(=Nc2ccccc2Cl)S/C1=C\c1cc([N+](=O)[O-])ccc1O,8,-89,-40*,141,-36,33*,95,-42,-8
O=[N+]([O-])c1ccc(OCc2cccc(COc3ccc([N+](=O)[O-])cc3)n2)cc1,0,-4,2.3,105,-1,-4,103,6,1
COc1ccc(C2=NOC(CNC(=O)c3ccccc3Br)C2)c(OC)c1 (centres undefined),6,-2,1.2,/,2,-4,/,5,-3
CCCC1S/C(=N/N=C/c2ccc(OC)cc2)N(Cc2ccc(OC)cc2)C1=O (centres undefined),7,-7,1.1,104,7,-4,96,-4,10
O=C(Nc1nnc(C2CC2)s1)c1ccncc1,1,-7,-2.3,92,-4,-1,88,-1,-4
O=C(NC(=S)Nc1ccc(N2CCOCC2)c(Cl)c1)C(c1ccccc1)c1ccccc1,1,3,0.1,107,14,-8,98,6,10
Cc1cnc(C(=O)OCC(=O)N2CCN(S(=O)(=O)c3ccc(Cl)cc3)CC2)cn1,4,-4,1.6,112,9,-3,110,-6,33
Cc1ccc(S(=O)(=O)Cn2nnnc2CN(Cc2ccco2)CC2CCCO2)cc1 (centres undefined),0,16,5.0,/,2,5,79,4,10
O=C(C1=C[C@@H](c2ccc(C(F)(F)F)cc2)C[C@@H](OCCCCO)O1)N1CCN(Cc2ccccc2)CC1,0,7,3.6,97,2,0,94,10,47
Cc1n[nH]c(=O)c2c(NC(=O)COC(=O)COc3cccc(Br)c3)oc(C)c12,1,6,-1.7,115,2,1,115,5,8
O=C(CSc1nc2ccccc2nc1N1CCCCC1)N1CCN(c2ccccc2)CC1,3,2,0.7,96,5,-1,105,-1,15
Cc1ccc(S(=O)(=O)N2CCOCC2)cc1C(=O)Nc1ccncc1,0,-2,/,99,0,/,90,1,-11
COc1ccc2c(c1)OC[C@H]1[C@H]2N2C(=O)c3ccccc3NC(=O)[C@@]2(C)[C@H]1c1ccccc1,6,/,/,87,7,/,84,/,-2
O=C1CCc2cc(NS(=O)(=O)c3ccc(Br)cc3)cc3c2N1CC3,1,2,0.2,111,4,1,107,4,6
CCOc1cc(/C=C(\C#N)c2nc(-c3cccs3)c(NC(C)=O)s2)ccc1O,2,-64,-5.5,98,-131,1,99,-7,-15
O=C(NC1CCCCC1)c1cc([N+](=O)[O-])ccc1N1CCCC1,1,-3,-0.3,96,-3,-1,100,3,4
C/C(=C\C(=O)c1ccc(C)o1)Nc1ccc(C(=O)O)cc1C,0,-3,/,93,0,5,89,4,-4
COc1ccc(-c2cc(C(F)(F)F)n3nc(C(=O)NCCCn4ccnc4)cc3n2)cc1,0,4,2.9,89,-1,0,90,5,11
Cc1ccc(C)c(Nc2ncnc(N)c2[N+](=O)[O-])c1,0,4,-0.2,104,4,-2,99,6,-5
CCS(=O)(=O)c1ccc(O)c(NC(=O)CCCC(=O)O)c1,3,2,-1.5,104,1,-2,104,0,-5
O=C1C(Cc2ccc(F)cc2)SC(=Nc2ccccc2)N1c1ccccc1 (centres undefined),1,5,-0.6,91,4,3,88,-3,8
COc1ccc(-c2nc(CS(=O)(=O)CC(=O)NCc3cccc(OC)c3OC)c(C)o2)cc1,2,-4,2.4,100,7,-1,94,0,1
CCN(CC)S(=O)(=O)c1ccc(OCC2CCCCO2)c([N+](=O)[O-])c1 (centres undefined),0,1,-0.8,100,-6,-1,94,-3,-1
CN1C(=O)C2ON(c3ccccc3)C(c3cccs3)C2C1=O (centres undefined),0,9,0.7,100,-4,5,109,4,-1
CCOC(CCn1ccc(O)c(Cc2ccc(Cl)cc2)c1=O)OCC,3,2,0.3,99,0,-2,104,4,13
COc1ccc(CSc2nc(C)cc(C)c2S(C)(=O)=O)cc1,1,-1,-2.4,98,9,-3,98,-2,-1
Cc1onc(-c2ccccc2)c1CNS(=O)(=O)c1ccccc1[N+](=O)[O-],1,6,-1.6,98,6,1,98,2,3
O=[N+]([O-])c1cc(S(=O)(=O)Nc2cccc(Cl)c2)ccc1N/N=C/c1ccc(N2CCOCC2)cc1,0,-2,-1.4,109,0,2,105,2,5

# Reprinted from the part before: 2 entries, followed by the next part.
SMILES,GRK2 inh,MCL1-BIM inh,MEX-5 binding,AGP1 TOR yeast,GLD-1 TGE inh,Fam108B inh,CIT2 TOR yeast,Bcl-xL primary,VLA-4 inh
Cc1onc(-c2ccccc2)c1CNS(=O)(=O)c1ccccc1[N+](=O)[O-],1,6,-1.6,98,6,1,98,2,3
O=[N+]([O-])c1cc(S(=O)(=O)Nc2cccc(Cl)c2)ccc1N/N=C/c1ccc(N2CCOCC2)cc1,0,-2,-1.4,109,0,2,105,2,5
CN(C)CCN(C(=O)c1ccc2ccccc2c1)c1nc2c(F)cc(F)cc2s1,0,-3,4.5,119,8,1,108,3,10
CCOC(=O)C1=C(COc2ccc(C)cc2)NC(=O)NC1c1cc(C)ccc1C (centres undefined),0,7,0.7,97,0,2,93,5,-6
C/C(CC(=O)Nc1ccc2c(c1)OCCO2)=N\NC(=O)c1ccccn1,2,5,-0.2,100,-5,-2,90,5,-2
Cc1ccc(-n2nc3c(=O)n(C(C)C(=O)NCc4ccccc4Cl)nc(C)c3c2C)cc1 (centres undefined),1,4,-0.8,100,8,3,99,10,-2
O=C(Nc1ccccc1C(=O)N/N=C/c1ccco1)c1ccc(Cl)cc1,2,-22,2.7,99,-18,-2,102,-12,0
Cc1cccc(N2CCN(Cc3cc(=O)n4ccsc4n3)CC2)c1C,2,-2,1.7,97,4,1,101,0,6
NC(=NC1CCCCC1)c1ccc([N+](=O)[O-])cc1,0,-14,0.2,104,12,-3,99,-17,4
O=C(NCC(c1ccco1)N1CCCC1)c1cc2cc(Cl)ccc2o1 (centres undefined),0,-2,/,103,-1,/,93,-2,14
Cc1ccc(S(=O)(=O)N(C)c2ccccc2C(=O)Nc2c(F)cccc2F)cc1,4,7,1.1,106,-3,-3,110,0,7
